Compound activity from PubChem.
Tb PGK inh: qHTS Assay to Find Inhibitors of Phosphoglycerate Kinase | PGK/GAPDH coupled, Kinase-Glo luminescence, 60 min | Potency, µM (series often up to 57.5 µM), for the others: at the highest dose activity change, negative = inhibition, actives largely listed as inhibitors | hit rate 0.043% among 380,000 | AID 602233, 2012; also: potency is read from the fitted curve at half-maximal effect; % is scaled to controls: 0 for no effect and ±100 for the full control effect; nearly all actives have a fitted effect of over 60% in size
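Luminescent ATP detection (Kinase-Glo Plus) follows a 60-minute room-temperature incubation, with wells lacking PGK as controls. Buffer: 100 mM TEA (pH 7.6), 5 mM MgCl2, 0.01% Tween-20. Coupling enzyme GAPDH (100 nM final) supplies unstable 1,3-BPG in-well.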
JMJD2A Tudor inh: qHTS Assay for Inhibitors of JMJD2A-Tudor Domain. Lysine-specific demethylase 4A (Homo sapiens), O75164. AlphaScreen JMJD2A-Tudor / H3K4me3 peptide binding. Potency, µM (highest dose often 114 µM), without a hit: at the highest dose activity change, negative = inhibition, most hits filed as inhibitors. hit rate 4.4% among 390,000; also: potency is read from the fitted curve at half-maximal effect; % is scaled to controls: 0 for no effect and ±100 for the full control effect; nearly all actives have a fitted effect of over 50% in size
Target sequence (O75164 whole entry, looked up, the tested form may be a part): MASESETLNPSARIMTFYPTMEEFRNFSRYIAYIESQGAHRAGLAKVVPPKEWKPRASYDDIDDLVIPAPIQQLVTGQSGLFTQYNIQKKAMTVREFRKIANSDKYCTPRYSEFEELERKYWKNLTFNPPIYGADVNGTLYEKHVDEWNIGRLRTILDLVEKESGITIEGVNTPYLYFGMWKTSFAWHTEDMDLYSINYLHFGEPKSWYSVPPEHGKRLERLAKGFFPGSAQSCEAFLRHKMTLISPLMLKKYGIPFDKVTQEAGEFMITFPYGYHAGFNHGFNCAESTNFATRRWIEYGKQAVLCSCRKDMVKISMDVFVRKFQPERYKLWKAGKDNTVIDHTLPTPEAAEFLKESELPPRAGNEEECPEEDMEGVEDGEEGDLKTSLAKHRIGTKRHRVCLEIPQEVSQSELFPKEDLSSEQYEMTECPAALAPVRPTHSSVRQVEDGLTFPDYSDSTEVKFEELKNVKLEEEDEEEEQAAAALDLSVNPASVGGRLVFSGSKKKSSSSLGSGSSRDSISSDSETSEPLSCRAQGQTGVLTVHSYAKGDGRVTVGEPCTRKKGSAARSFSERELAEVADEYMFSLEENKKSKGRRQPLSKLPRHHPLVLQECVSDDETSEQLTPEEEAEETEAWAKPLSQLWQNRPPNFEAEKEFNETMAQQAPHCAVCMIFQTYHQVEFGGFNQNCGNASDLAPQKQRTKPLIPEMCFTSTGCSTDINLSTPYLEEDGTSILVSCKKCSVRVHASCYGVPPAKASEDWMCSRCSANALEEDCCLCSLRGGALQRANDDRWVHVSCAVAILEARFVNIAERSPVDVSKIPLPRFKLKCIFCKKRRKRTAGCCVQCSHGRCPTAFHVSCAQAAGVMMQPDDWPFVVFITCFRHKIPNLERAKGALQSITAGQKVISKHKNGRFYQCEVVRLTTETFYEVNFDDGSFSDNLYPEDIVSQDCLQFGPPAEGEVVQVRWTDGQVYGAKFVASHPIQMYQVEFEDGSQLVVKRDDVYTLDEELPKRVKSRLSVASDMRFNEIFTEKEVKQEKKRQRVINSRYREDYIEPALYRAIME
Pin1 inh: qHTS Assay to Find Inhibitors of Pin1; Peptidyl-prolyl cis-trans isomerase NIMA-interacting 1 (Homo sapiens), Q13526; hit rate 0.009% among 390,000; Potency, µM (top dose mostly 115 µM), without a hit: at the top dose activity, negative = inhibition, usual class: inhibitors; Pin1 FP peptide displacement, HiFluor488, 10 min; active = well fitted inhibition curve with a large enough effect in the polarisation, with a control signal flat, not every such curve was filed as active; inconclusive = small, poorly fitted or top-dose-only effect, or effect the other way, or a change in a side signal; inactive = no such curve, though single readings can be large or run the other way; the % refers to the polarisation; also: potency is read from the fitted curve at half-maximal effect; % is scaled to controls: 0 for no effect and ±100 for the full control effect
G9a block: qHTS Assay for Inhibitors of Histone Lysine Methyltransferase G9a; Histone-lysine N-methyltransferase EHMT2 (Homo sapiens), Q96KQ7; G9a H3K9 monomethylation, AlphaScreen, 2 h; Potency, µM (top dose mostly 102 µM), for the others: at the highest dose activity, negative = inhibition, hits mostly inhibitors; hit rate 8.8% among 350,000; also: potency is read from the fitted curve at half-maximal effect; % is scaled to controls: 0 for no effect and ±100 for the full control effect; nearly all actives have a fitted effect of over 75% in size
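Using a bead-based AlphaScreen, monomethylated H3K9 product from 2 h room-temperature reactions (G9a 20 nM, peptide 500 nM, SAM 20 uM) was detected with 0.5 ug/mL rabbit anti-H3K9me1 antibody.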
PI4K2A inh: qHTS for small molecular inhibitors of PI4K2A. Phosphatidylinositol 4-kinase type 2-alpha (Homo sapiens), Q9BTU6. purified PI4K2A, ADP-Glo luminescence, 1 h; active compounds read low. activity change, negative = inhibition, % at 76.9 µM. hit rate 0.13% among 420,000; in the data active = activity change below about -50%; inconclusive = mostly about -30% to -49%;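 also: -100% = wells without enzyme as full effect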
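PI4K2A activity was measured by ADP-Glo luminescence: enzyme (4 ug/mL stock) and phosphatidylinositol (1.2 mM stock) in Tris pH 7.5/MgCl2/EGTA/Triton X-100 buffer were reacted with ATP (300 microM stock) for one hour at ambient temperature.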
GLS inh: qHTS for Inhibitors of Glutaminase (GLS); hit rate 0.21% among 410,000; GLS enzymatic activity, qHTS titration; Potency, µM (top dose mostly 45.5 µM), for the others: at the highest dose activity change, negative = inhibition, most hits filed as inhibitors; Glutaminase kidney isoform, mitochondrial (Homo sapiens), O94925; also: potency is read from the fitted curve at half-maximal effect; % is scaled to controls: 0 for no effect and ±100 for the full control effect
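Human kidney-isoform GLS in 45 mM KH2PO4 pH 8.2, 0.02% Tween-20, with compound, started with 1mM L-Glutamine (added stock). Glutamate oxidase/HRP/Amplex red coupled fluorescence read at start and after 30 min at RT.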
HP1b binding inh: HTS for Inhibitors of HP1-beta Chromodomain Interactions with Methylated Histone Tails; Potency, µM (titrated, usually from 114 µM), for inactives: at the highest dose activity change, negative = inhibition, hits mostly inhibitors; AlphaScreen HP1-beta / biotin-H3K9me3 peptide binding; hit rate 0.56% among 390,000; Chromobox protein homolog 1 (Homo sapiens), P83916; also: potency is read from the fitted curve at half-maximal effect; nearly all actives have a fitted effect of over 70% in size; inactives centre near 23
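Compound inhibition of the preformed complex between 50 nM HP1-beta and 50 nM biotinylated H3K9me3 peptide was read by AlphaScreen. Buffer was PBS pH 7.4 with 0.01% Tween-20. Incubations ran 30 min at room temperature, with 10 ug/mL donor/acceptor beads.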
BAZ2B inh: qHTS Assay for Inhibitors of BAZ2B; Bromodomain adjacent to zinc finger domain protein 2B (Homo sapiens), Q9UIF8; AlphaScreen BAZ2B-H3K14Ac peptide displacement; Potency, µM (highest dose often 114 µM), inactives show top-dose activity change, negative = inhibition, actives largely listed as inhibitors; hit rate 4.4% among 360,000; AID 504333, 2011; also: potency is read from the fitted curve at half-maximal effect; % is scaled to controls: 0 for no effect and ±100 for the full control effect; nearly all actives have a fitted effect of over 60% in size
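In this displacement format the biotinylated H3(5-23) peptide acetylated at Lys14 serves as ligand at 50 nM, with BAZ2B at 50 nM in PBS pH 7.4 containing 0.01% Tween-20. Donor and acceptor beads are 10 ug/mL final.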
POLH inh: qHTS for Inhibitors of Polymerase Eta | hit rate 1.2% among 390,000 | recombinant Pol eta, fluorescent DNA replication assay | DNA polymerase eta (Homo sapiens), Q9Y253 | Potency, µM (doses to about 114 µM), without a hit: at the highest dose activity change, negative = inhibition, most hits filed as inhibitors; also: potency is read from the fitted curve at half-maximal effect; % is scaled to controls: 0 for no effect and ±100 for the full control effect
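Fluorescent replication assay: 50 nM final substrate added after a 15 min room-temperature compound preincubation with 10 nM enzyme. Signal taken at 0 min and again at 10 min.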
* marks the source's active call; other numbers are inactive results; i = inactive; ? = inconclusive; . = not tested or not shown; [ ] = dose if it differs, or a comment. Unless noted, calls follow the shape of the dose curve; as a rule, active = well fitted curve in the direction sought with a large enough effect; inconclusive = small, poorly fitted or top-dose-only effect, or another doubt; inactive = no such curve, though single readings can be large; an effect the other way counts as inactive or inconclusive.

SMILES | Tb PGK inh | JMJD2A Tudor inh | Pin1 inh | G9a block | PI4K2A inh | GLS inh | HP1b binding inh | BAZ2B inh | POLH inh
CCOC(=O)CC1(C)NC(C(=O)O)C(C)(C)S1 (centres undefined) | 0% | 5µM* | -2% | . | -1 | 21% | -13% | . | -16%
Cn1c(O)c(N=NC(=S)Nc2ccccc2F)c2cc(S(=O)(=O)N3CCOCC3)ccc21 | -8% | ? | 0% | 32µM* | -6 | 14% | -4% | 4% | -5%
O=C1NCC(=O)N2CCC[C@@H]12 | -5% | -15% | -10% | . | 5 | 9% | 3% | . | -11%
N#Cc1ccc(C23CC4(C2)[C@H](CN(CC2CCCCC2)[C@@H]4c2ccccc2)C3c2ccccc2)cc1 (some centres undefined) | -9% | -28% | 49%[activator] | -48%[59 µM] | -4 | -1% | 39%[activator] | -8% | -14%
COc1ccccc1CNS(=O)(=O)c1ccc(S(=O)(=O)NC2CC2)cc1 | -10% | -5% | 4% | 0%[59 µM] | -8 | 3% | 7% | -1% | -17%
COc1ccc(/C=C/C(O)=C(\C#N)c2nnc(N3CCOCC3)n2-c2ccccc2)cc1OC | 4% | -17% | 1% | -1% | 1 | -5% | 21% | -5% | -19%
CCOC(=O)c1c(C)oc2c(Cl)cc(NS(=O)(=O)c3ccc(Cl)c(C)c3)cc12 | -2% | -14% | 12% | 26%[59 µM] | -4 | -5% | 115%[activator] | 41%[activator] | -22%
COc1ccc(CCNC(=O)C2c3ccccc3C(=O)N2CCC(C)C)cc1OC (centres undefined) | -1% | -8% | -4% | 29% | 0 | 2% | 37% | 1% | -6%
Cc1cccc(N(Cc2ccccc2)C(=O)CSC(C)C(=O)Nc2cc(C)on2)c1 (centres undefined) | -5% | -5% | 3% | -7% | 0 | -3% | 29% | 8% | -14%
COc1ccc(C)cc1NC(=O)CC(O)(C(F)(F)F)C(F)(F)F | -3% | 13% | -1% | 28% | -2 | . | 10% | 3% | 10%
Cc1ccc(OCCCCc2c(C)n[nH]c2C)cc1 | 2% | -20% | 2% | ? | -7 | 14% | 33% | -37% | -6%
O=C(NCc1ccccn1)c1ccc(Cl)s1 | . | -15% | 0% | 8%[12.7 µM] | 0 | 2% | 25% | 7% | -2%
CN(C)CCCn1c(SCC(=O)N2c3ccccc3Sc3ccccc32)nc2ccccc2c1=O | -5% | ? | 26% | 40µM* | -5 | 13% | ? | ? | -10%
O=C(Cn1cc(COc2cc(F)cc(F)c2)nn1)c1ccc(O)cc1 | i | -17% | 2% | . | -5 | 5% | 31% | . | -11%
Oc1ccc2ccc(Cl)cc2c1 | -10% | -3% | 0% | . | 1 | 15% | 16% | . | -9%
CCOC(=O)CSc1nc2c(sc(=S)n2-c2ccccc2)c(=O)n1-c1ccc(OC)cc1OC | -1% | ? | 13% | 1.6µM* | -1 | -25% | ? | -34% | 4%
CC(=O)OCC1OC(n2c3c(cc(C#N)c2=S)CCCC3)C(OC(C)=O)C(OC(C)=O)C1OC(C)=O (centres undefined) | i | -19% | 1% | . | -3 | 6% | 24% | . | ?
CSCCC1NC(=O)N(CC(=O)N2CCc3ccccc3C2)C1=O (centres undefined) | 9% | -4% | -5% | 15%[12.7 µM] | 0 | -3% | 46%[activator] | 9% | -23%
O=C(NCCSCc1c(F)cccc1Cl)c1ccco1 | -4% | -15% | 4% | -41% | 3 | 0% | 22% | -38% | 1%
CCCNC(=O)Cn1nc(-c2ccccc2OC)ccc1=O | i | . | . | . | 4 | -8% | . | . | -8%

Two compounds from above, showing only BAZ2B inh and GLS inh:
| Molecule | BAZ2B inh | GLS inh |
| --- | --- | --- |
| CC(=O)OCC1OC(n2c3c(cc(C#N)c2=S)CCCC3)C(OC(C)=O)C(OC(C)=O)C1OC(C)=O (centres undefined) | . | 6% |
| CSCCC1NC(=O)N(CC(=O)N2CCc3ccccc3C2)C1=O (centres undefined) | 9% | -3% |

Remaining list, next part:
SMILES | Tb PGK inh | JMJD2A Tudor inh | Pin1 inh | G9a block | PI4K2A inh | GLS inh | HP1b binding inh | BAZ2B inh | POLH inh
CN(C)c1ccc(C(=O)OCC(=O)Nc2ccc(N3CCOCC3)cc2)cc1 | -5% | 4% | 0% | 0% | -6 | 1% | 24% | -2% | -14%
COc1cccc(/C=N/NC(=O)c2ccc(OCc3cccc(Br)c3)cc2)c1 | 1% | -15%[57.1 µM] | 3% | 4%[12.7 µM] | 3 | 2% | 62%[activator] | -23% | 1%
CCOC(=O)[C@@H]1[C@H]2COc3ccccc3[C@H]2N2C(=O)N(c3ccccc3)C(=O)[C@]12C | -4% | -1% | 1% | -29% | 5 | -5% | 29% | -14%[57.1 µM] | -14%
Nc1cc(=O)[nH]c(=O)n1-c1cccc(F)c1 | i | 2% | 2% | 6% | 6 | 0% | 22% | -13% | -8%
Cc1nc(N2CCN(c3ccccn3)CC2)c2c(C)c(C(=O)Nc3c(C)cc(Br)cc3C)sc2n1 | -10% | -3% | 15% | 6% | -4 | -5% | 24% | -2% | -17%
O=C(c1cccs1)N1CCCc2cc(NS(=O)(=O)c3ccc(F)cc3F)ccc21 | -4% | -19% | -1% | 11%[59 µM] | -1 | 8% | 15% | -23% | -20%
NC(=O)/C=C\C(=O)Nc1cccc(C(F)(F)F)c1 | -1%[11.5 µM] | -12% | -3% | 10µM* | 1 | 8% | 16% | -8% | 0%
Cc1oc2cc3oc(=O)c(CCC(=O)NC4CC4)c(C)c3cc2c1C | -9% | -22% | 0% | ? | -2 | 5% | 1% | -21% | 6%
CC(=O)C1=C(O)C(=O)N(c2cccc(C(=O)O)c2)C1c1ccccc1F (centres undefined) | i | -19% | -4% | -14%[59 µM] | -8 | -1% | 24% | -9% | -8%
CCCCCn1c(CN2CC(C)OC(C)C2)nc2c1c(=O)n(C)c(=O)n2C (centres undefined) | 8% | 2% | 4% | 40µM* | 5 | 0% | 35% | 7% | -5%
S=C(Nc1ccccc1)NC1CCN(Cc2ccccc2)CC1 | -4% | -23% | -8% | 7%[0.501 µM] | 4 | 3% | 16% | -1% | -16%
CC(C1=C(CCN(C)C)Cc2ccccc21)c1ccccn1 (centres undefined) | -2% | -6% | ? | . | 0 | 7% | 37% | . | -17%
Cn1cc(CN2CCCC(C(=O)c3cccs3)C2)c(-c2cccc(Cl)c2)n1 (centres undefined) | 4% | -23% | 6% | -27% | 3 | -1% | 39% | -18% | -27%
COc1ccc(-n2ncc(Cl)c(Cl)c2=O)cc1 | 1% | -1% | -2% | -43% | 2 | -21% | 55%[activator] | -8% | 16%
COc1ccccc1N(C)S(=O)(=O)c1ccc(C(=O)NC2=NCCS2)cc1 | -8% | 7% | 1% | -22%[59 µM] | -6 | -8% | 25% | -1% | -14%
Cc1sc2nc(CSCC(=O)N(C)CC(=O)Nc3ccc(F)cc3)[nH]c(=O)c2c1C | i | -19% | 39%[activator] | 50µM* | -2 | 18% | 17% | -11% | -6%
Cc1ccc(NC(=O)Cn2cc(C(=O)c3ccco3)c3ccccc32)cc1 | i | -7% | 55%[activator] | ? | 3 | -3% | 87%[activator] | 29% | -5%
CCN1C/C(=C/c2cccc([N+](=O)[O-])c2)C(=O)/C(=C/c2cccc([N+](=O)[O-])c2)C1 | 0% | -18% | 6% | -23% | 6 | 4% | -11% | ? | -3%
O=C(CNS(=O)(=O)c1ccc2ccccc2c1)Nc1ccc(F)c(F)c1F | -4% | -14% | -3% | 2%[12.7 µM] | 0 | 7% | 21% | 7% | -11%
CCOC(=O)NC1(C(F)(F)F)N=C(c2ccccc2)NC1=O (centres undefined) | 0% | 5% | 2% | 10%[12.7 µM] | -2 | 6% | 30% | 2% | -11%
CCN1CCN(c2ccccc2NC(=O)c2ccc(-n3cccn3)cc2)CC1 | 3% | -18% | -1% | 1%[0.501 µM] | -3 | 20% | 13% | -3% | -14%
COCCCNC(=O)CCSc1ccc(C)cc1 | -2% | -12% | -1% | 13%[59 µM] | -4 | 6% | 3% | 0% | -2%
Cc1ccc(C)c(NC(=O)COC(=O)c2c(C)nn(-c3ccccc3)c2C)c1 | -5% | 8% | -2% | 1%[12.7 µM] | 3 | -8% | 42%[activator] | -2% | -12%
CN(C)c1ccc(NC(=S)NC(=O)/C=C/c2ccc(Cl)cc2)cc1 | i | 14%[11.4 µM] | -4% | -29%[12.7 µM] | -5 | 15% | ? | -9% | -10%
CC(=O)c1cccc(Nc2nc(-c3cccnc3)cs2)c1 | 4% | -11% | -1% | . | -18 | 4% | 19% | ? | -14%
Cc1sc2ccccc2[n+]1CCC(C)S(=O)(=O)[O-] (centres undefined) | i | -17% | -4% | 3%[59 µM] | -18 | -6% | 63%[activator] | -10% | -1%
COc1ccc(OC)c2sc(N3CCCCC3)nc12 | i | -27% | -5% | -5%[12.7 µM] | 1 | -7% | -7% | 3% | 1%
CCC(C)N(C(=O)COc1ccc(Cl)c2cccnc12)C1CCS(=O)(=O)C1 (centres undefined) | -2% | -18% | -1% | ? | 2 | -2% | 23% | -25% | -6%
COc1cccc(N2CCN(C(=O)C3CCN(S(=O)(=O)c4c(C)noc4/C=C/c4ccccc4F)CC3)CC2)c1 | 3% | -30% | 1% | 8%[59 µM] | -2 | 4% | 10%[57 µM] | -6% | -8%

A portion of the library; rates above refer to the full screens.
